# LAP4-GFP MLPCN: modulators of TOR pathway LAP4-GFP in S. cerevisiae. S. cerevisiae LAP4-GFP multiplex, flow cytometry GFP, 3 h; median GFP as percent of DMSO wells. GFP response vs DMSO, % at 10 µM. actives 0.34% (n = 320,000);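 active = GFP response vs DMSO above a set limit, about the screen mean plus 3 SD, cut at about 150% in these data; inconclusive = under 70 cell events counted for the yeast strain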
# RPL19A-GFP yeast: modulators of TOR pathway RPL19A-GFP in S. cerevisiae. S. cerevisiae RPL19A-GFP strain, flow cytometry, 3 h; active compounds read low. percent response vs DMSO, % at 10 µM. actives 0.3% (n = 330,000). AID 2025;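 active = percent response vs DMSO below 50%; inconclusive = fewer than 70 events counted for the yeast strain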;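 note: median channel GFP fluorescence of the barcoded RPL19A-GFP strain; ratio of sample median GFP to plate DMSO average so 100% = DMSO; lower means less RPL19A-GFP as with rapamycin TOR inhibition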
# VLA-4 inh: inhibition in a human VLA-4 binding assay; VLA-4 expressing cells, ligand binding flow cytometry; inhibition, % (about 7 µM as worked out from the volumes in the protocol); actives 0.2% (n = 330,000); in the data active = inhibition above about 50%
# CIT2-GFP yeast: yeast TOR pathway CIT2-GFP modulation | S. cerevisiae CIT2-GFP strain, flow cytometry, 3 h; 100 means same as DMSO wells | GFP response vs DMSO, % at 10 µM | actives 0.065% (n = 320,000);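 active = GFP response relative to DMSO above a set limit, near the screen mean plus 3 SD, cut at about 150% in these data; inconclusive = Fewer than 70 cells measured for a yeast strain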;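 note: ratio of well median GFP fluorescence to mean of DMSO wells on the plate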
# AGP1 TOR yeast: modulators of TOR pathway AGP1-GFP in S. cerevisiae; GFP response vs DMSO, % at 10 µM; S. cerevisiae AGP1-GFP multiplex flow cytometry, 3 h; GFP as percent of DMSO wells; actives 0.02% (n = 320,000);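 active = GFP response relative to DMSO above a set limit, near screen average plus 3 SD, cut at about 150% in these data; inconclusive = fewer than 70 cells counted for the yeast strain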;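 note: median GFP channel fluorescence of the gated AGP1 strain per well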
# GRK2 aptamer HTS: human GRK2 inhibition via aptamer displacement | P25098 | bead flow cytometry, FAM-aptamer displacement from GRK2 | inhibition of aptamer binding, % at 10 µM | actives 0.59% (n = 330,000) | AID 488847;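 active = inhibition of aptamer binding above 40%, roughly 3 SD of noise, on plates passing a quality check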;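 note: median bead fluorescence of bound FAM aptamer so fluorescent compounds give negative values; no value below 0 was filed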
# Target sequence (P25098 whole entry, looked up): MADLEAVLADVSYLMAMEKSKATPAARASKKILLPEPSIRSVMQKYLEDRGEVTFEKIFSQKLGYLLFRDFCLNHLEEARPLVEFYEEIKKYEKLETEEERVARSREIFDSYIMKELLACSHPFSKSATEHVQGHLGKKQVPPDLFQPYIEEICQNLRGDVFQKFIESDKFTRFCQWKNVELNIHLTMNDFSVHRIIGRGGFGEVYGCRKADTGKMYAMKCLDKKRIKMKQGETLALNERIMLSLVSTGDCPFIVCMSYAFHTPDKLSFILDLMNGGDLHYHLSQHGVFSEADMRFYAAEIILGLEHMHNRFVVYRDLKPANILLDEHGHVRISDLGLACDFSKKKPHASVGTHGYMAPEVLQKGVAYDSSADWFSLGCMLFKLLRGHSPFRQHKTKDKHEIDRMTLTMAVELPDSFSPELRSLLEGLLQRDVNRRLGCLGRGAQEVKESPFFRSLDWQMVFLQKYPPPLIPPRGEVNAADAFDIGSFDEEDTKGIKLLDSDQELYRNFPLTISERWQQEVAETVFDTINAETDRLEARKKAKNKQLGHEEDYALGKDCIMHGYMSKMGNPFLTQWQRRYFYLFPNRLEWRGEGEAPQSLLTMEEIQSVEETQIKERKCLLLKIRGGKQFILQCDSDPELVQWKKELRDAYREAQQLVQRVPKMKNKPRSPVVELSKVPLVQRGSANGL
# MEP2 TOR yeast: alters MEP2-GFP fluorescence in TOR pathway yeast screen; S. cerevisiae MEP2-GFP strain, flow cytometry GFP, 3 h; 100% = DMSO control level; GFP response vs DMSO, % at 10 µM; actives 0.51% (n = 330,000);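 active = GFP response versus DMSO above a set limit, roughly screen mean plus 3 SD, cut at about 180% in these data; inconclusive = fewer than 70 cells counted for a yeast strain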;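 note: median GFP fluorescence of the barcode-gated MEP2-GFP cells per well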
# CR mimetic SO: yeast age-related superoxide inhibition as caloric restriction mimetic; S. cerevisiae aged cells, superoxide DHE fluorescence; active compounds read low; superoxide response (% of plate mean), % at 10 µM; actives 0.18% (n = 330,000);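 active = superoxide response under a set limit, about three screen SD below normal, cut at about 65% in these data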;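 note: yeast aged for seven days with compound at 30 °C before DHE staining; 100% = average MFI of all compound-treated wells on the plate with controls excluded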
# * hit, by the source's call; i = inactive; ? = inconclusive; nt = no result given. Compounds as they come (roughly 1.7% active in at least one column).
SMILES,LAP4-GFP MLPCN,RPL19A-GFP yeast,VLA-4 inh,CIT2-GFP yeast,AGP1 TOR yeast,GRK2 aptamer HTS,MEP2 TOR yeast,CR mimetic SO
CCOc1cc(C=O)c(Br)cc1OC1CCCC1,79.7,107.5,-4.3,117.3,103.7,4.0,104.2,95.9
CCc1c(C)c(C#N)c2nc3ccccc3n2c1NCc1ccco1,108.9,94.3,13.4,88.9,87.8,2.0,125.4,115.1
CC(C)(C)c1ccc(OCC(O)CNC(=O)c2ccccc2C(=O)O)cc1 (stereo unspecified),103.6,93.6,0.4,91.4,94.8,1.0,94.8,94.5
Cc1ccc(S(=O)(=O)n2nc(OC(=O)c3cccs3)cc2N)cc1,95.7,99.8,24.3,94.5,102.9,0.0,101.8,98.3
Cc1ccc(S(=O)(=O)NCCc2ccc(S(N)(=O)=O)cc2)cc1,108.2,106.7,16.3,105.5,106.3,0.0,108.8,90.4
Cc1ccc(C(=O)C2CCN(S(=O)(=O)c3ccc(C(=O)O)cc3)CC2)cc1,100.2,103.5,-2.7,104.4,98.5,5.0,106.6,114.4
COc1cccc(-c2nc(CS(=O)(=O)CC(=O)NCCCN3CC(C)CC(C)C3)c(C)o2)c1 (stereo unspecified),90.1,96.3,12.8,99.7,98.1,0.0,97.3,71.1
C=CCn1c(SCC(=O)c2ccc(O)c(O)c2)nnc1-c1cccc(Cl)c1,96.8,95.6,-1.7,95.2,97.0,2.0,88.7,76.8
NCC12CC3CC(C1)CC(c1ccc(Cl)cc1)(C3)C2,109.2,109.2,19.3,101.9,100.9,0.0,102.2,111.0
Cc1cccc(C)c1NC(=O)c1sccc1SCc1cccc(C(F)(F)F)c1,103.3,99.2,1.8,91.4,96.0,0.0,97.3,91.1
O=C(NC1CCCCC1)C1CCN(S(=O)(=O)c2cccs2)CC1,99.6,100.6,-2.3,98.1,101.0,0.0,103.8,101.1
O=C(CN(C1CCCCC1)C1CCCCC1)N1CCc2ccccc2C1,98.5,94.2,5.0,98.9,105.6,1.0,111.9,84.0
Cc1ccc([N+](=O)[O-])cc1S(=O)(=O)N1CCCCC1C(=O)O (stereo unspecified),106.4,96.2,15.1,96.9,90.3,0.0,71.2,108.4
CC1CCCN(C(=O)C2CCN(Cc3ccc4c(c3)OCO4)CC2)C1 (stereo unspecified),106.1,102.0,9.4,103.5,103.1,2.0,97.9,102.0
Cc1c(Cl)cccc1N=c1c([N+](=O)[O-])nn(-c2ccccc2)n1O,94.3,96.5,3.4,84.4,95.1,0.0,98.9,113.9
CC1(C)CC(=O)C(C=NCCCN2CCCC2=O)=C(O)C1,90.4,96.1,-6.3,104.1,94.5,0.0,97.2,i
O=C(CCCSc1ccccc1)Nc1ccc(Cl)c(S(=O)(=O)N2CCOCC2)c1,105.7,99.2,3.8,105.5,105.6,1.0,103.4,124.2
Cc1noc2ncnc(N3CCN(c4ccc(F)cc4)CC3)c12,102.4,96.5,-17.2,93.3,94.2,2.0,94.5,100.1
CCOC(=O)C(=NC(C)C)NNc1cc(Cl)ccc1Cl,86.5,105.8,-15.7,106.9,102.1,5.0,109.5,97.2
O=C(/C=C/c1cccc([N+](=O)[O-])c1)OCC(=O)c1ccccc1,92.0,95.2,9.8,83.9,89.3,4.0,89.4,93.6
COC(=O)c1cc(OC)c(OC)cc1NC(=O)c1c(-c2ccccc2Cl)noc1C,105.9,103.7,0.0,103.0,99.9,2.0,99.2,111.2
COc1ccc(-c2cc3ccc(O)cc3oc2=O)cc1OC,112.8,108.9,16.1,111.8,113.3,3.0,115.4,85.3
CC(=O)Nc1cccc2c1C(=O)N(c1ccc(C)cc1)C2=O,93.8,101.8,-2.1,86.4,86.4,5.0,105.7,109.3
O=C(Nc1ccc(C(=O)O)cc1)/C(=C\c1ccc2c(c1)OCO2)NC(=O)c1ccc(Br)o1,102.7,96.0,26.9,95.5,99.6,0.0,98.0,95.8
COc1cc(C(=O)NC2CCN(C)CC2)ccc1Nc1ncc2c(n1)N(C1CCC(O)CC1)CCC(=O)N2C (stereo unspecified),82.6,90.7,19.5,86.2,90.6,0.0,82.2,116.6
# The list continues.
SMILES,LAP4-GFP MLPCN,RPL19A-GFP yeast,VLA-4 inh,CIT2-GFP yeast,AGP1 TOR yeast,GRK2 aptamer HTS,MEP2 TOR yeast,CR mimetic SO
Cc1ccc(NC2=NCCCCC2)cc1,95.8,92.6,6.3,86.6,90.1,26.0,95.6,101.0
Cn1nc(C(=O)OCC(=O)Nc2cc(Cl)ccc2C#N)c2ccccc2c1=O,107.2,104.4,12.5,92.7,114.5,0.0,108.9,89.6
CC(=O)c1c(C)[nH]c(C(=O)OCC(=O)c2c(N)n(C)c(=O)n(C)c2=O)c1C,90.8,100.0,6.1,105.6,96.0,1.0,100.2,95.1
CC1(C)CC(=O)C2=C(C1)N(c1ccc(F)cc1)C(=O)C2(NC(=O)c1ccccc1)C(F)(F)F (stereo unspecified),98.1,106.3,9.5,100.9,98.1,2.0,106.2,105.2
O=C(c1ccccc1)c1cnc(Nc2ccccc2Cl)s1,115.0,88.6,1.2,83.5,84.5,0.0,89.4,97.7
CC(=O)NCCc1nc2ccccc2n1Cc1ccccc1,94.7,101.4,21.6,107.7,103.5,4.0,110.6,108.8
CCOc1ccc(NC(=O)C(c2ccccn2)N(C(=O)CCl)c2ccc(OCC)cc2)cc1 (stereo unspecified),93.0,94.5,-3.2,92.8,85.5,0.0,97.1,114.5
COc1ccc(NS(=O)(=O)c2cc(NC(=O)c3cncc(Br)c3)ccc2OC)cc1,92.7,95.8,-6.7,89.6,96.2,1.0,95.3,91.4
CC(=O)NCCc1nc2cc(NC(=O)COc3cccc(C)c3)ccc2n1C,99.9,93.3,6.6,88.4,91.1,0.0,119.1,90.7
COCCC(=O)N1CCC(Oc2ccc(C(=O)N(C)C(C)c3ccon3)cc2)CC1 (stereo unspecified),117.8,111.0,11.2,111.1,118.5,0.0,107.7,91.5
Cc1ccc(C(C)(C)NC(=O)C2CCC(=O)N(CCCN3CCOCC3)C2)cc1 (stereo unspecified),105.2,101.8,6.2,103.5,102.7,1.0,105.4,81.5
COc1ccc(/C=N/NC(=O)c2ccn[nH]2)cc1COc1ccc(F)cc1,nt,89.7,4.2,78.6,85.4,0.0,102.7,105.8
CN(C(=O)Cn1cnc2sccc2c1=O)C1CCCCC1,90.1,93.9,1.7,95.5,93.9,1.0,94.4,104.2
CCN1CCC(N2CCN(c3ccc(F)cc3)CC2)CC1,91.7,103.4,11.8,103.4,101.4,0.0,106.1,107.9
O=C(N/N=C/c1ccco1)c1cc(-c2ccc3ccccc3c2)n[nH]1,101.7,91.7,0.9,99.2,95.9,4.0,100.1,95.8
Cc1ccccc1C(=O)OCC(=O)N(C)c1ccccc1,112.7,100.6,7.3,106.3,99.8,1.0,124.6,108.1
CC1CN(C2CCN(S(=O)(=O)c3ccccc3)CC2)CC(C)O1 (stereo unspecified),103.7,108.8,-5.6,88.8,107.0,0.0,109.6,99.8
CCC(NS(=O)(=O)c1ccc(OC)cc1)C(=O)O (stereo unspecified),92.0,102.0,0.0,nt,106.4,4.0,99.5,105.9
O=C(COc1ccc(Cl)cc1Cl)Nc1nc2n(n1)C(c1ccccc1)CC(=O)N2 (stereo unspecified),100.3,98.2,-11.8,100.3,104.7,1.0,102.3,99.0
Cc1ccc(NC(=O)C(C)N2CCCC2)cc1Cl (stereo unspecified),87.7,105.4,19.2,101.3,103.7,0.0,102.5,94.8
O=C(COc1ccc(Cl)cc1)N1CCN(c2cccc(C(F)(F)F)c2)CC1,104.5,nt,17.9,84.8,93.4,0.0,94.0,125.7
COc1ccc(NC(=O)Cn2c(-c3ccc(OC)cc3)cn(-c3ccc(C)cc3)c2=O)cc1,95.0,92.4,0.7,104.9,96.6,0.0,114.6,98.3
Cc1noc(C)c1S(=O)(=O)Nc1ccc2c(c1)C(=O)N([C@H](C)CO)C[C@H](C)[C@@H](CN(C)C(=O)Nc1ccc(C(F)(F)F)cc1)O2,100.9,99.4,37.0,92.9,100.0,1.0,100.9,76.9
COc1ccc(CNC(=O)C2CCC(=O)N(CCCN3CCCC3=O)C2)cc1 (stereo unspecified),103.1,97.9,-2.9,99.2,100.2,0.0,106.2,119.1
O=C1C(c2ccccc2)C(c2ccccc2)NC(c2ccccc2)C1c1ccccc1 (stereo unspecified),98.3,94.8,-6.0,86.9,95.9,3.0,86.2,97.1
# Further results follow:
SMILES,LAP4-GFP MLPCN,RPL19A-GFP yeast,VLA-4 inh,CIT2-GFP yeast,AGP1 TOR yeast,GRK2 aptamer HTS,MEP2 TOR yeast,CR mimetic SO
COc1ccc2nc(NC(=O)Nc3ccccc3OC)sc2c1,95.4,93.5,14.6,91.1,91.5,0.0,87.5,78.8
O=C(CCNC(=O)c1ccc(Cl)cc1)Nc1ccccc1N1CCCCC1,109.0,102.2,3.4,99.5,106.1,0.0,105.4,93.3
COC(=O)C1C/C(=N\NS(=O)(=O)c2ccc(C)cc2)c2ccsc2C1 (stereo unspecified),87.2,104.8,4.3,102.4,103.6,4.0,103.2,104.2
Cc1ccc(CNC(=O)CCS(=O)(=O)c2ccc(Br)s2)o1,110.0,100.3,7.9,101.7,103.7,0.0,100.5,118.7
CCOC(=O)C(CC)(CCC(=O)OC)c1csc(Nc2ccccc2O)n1 (stereo unspecified),97.9,104.7,-5.9,95.5,102.4,2.0,96.4,108.4
Cc1ccc(NC(=O)COC(=O)c2nn(-c3ccc(Cl)cc3)cc2O)cc1,108.2,96.6,3.6,90.8,102.1,2.0,99.6,96.2
CC1=C(C)CC(C(=O)Nc2cccc(Cl)c2)C(C(=O)O)C1 (stereo unspecified),95.8,100.5,-3.7,86.2,103.1,0.0,100.3,106.1
c1ccc(N/N=C(\Cc2nc3ccccc3[nH]2)c2ccccc2)cc1,96.4,108.9,0.0,103.5,97.5,1.0,90.3,93.0
CCCn1[nH]cc(SC)c(=O)c1=O,96.0,100.4,1.4,99.6,111.5,1.0,96.5,89.6
O=C(COc1ccccc1)NCC(=O)N/N=C/c1ccco1,86.4,95.8,14.9,94.1,93.7,3.0,96.9,80.0
O=C(Nc1ccc(Cl)c(Cl)c1)Nc1nccs1,110.3,81.4,4.5,73.9,68.3,9.0,108.8,103.4
CCOC(=O)C1=C(c2cccc(Oc3ccccc3)c2)NC(=S)NC1C (stereo unspecified),104.1,nt,-0.1,93.3,106.2,1.0,102.4,106.4
COc1cc(C(=O)OCC(=O)NCCCc2ccccc2)ccc1OCC(C)C,92.2,98.4,5.9,97.8,96.2,1.0,99.9,91.1
Cc1onc(-c2ccccc2)c1C(=O)N(C)CCc1ccccn1,?,?,-3.7,?,?,4.0,?,72.1
FC(F)(F)c1ccc(Cl)c(NC2=NCCCCC2)c1,109.4,98.0,-3.2,115.9,91.1,0.0,130.6,90.2
COC(=O)C(CCSC)NC(=O)CNS(=O)(=O)c1ccc(Cl)cc1 (stereo unspecified),106.3,100.1,-0.2,100.8,101.1,0.0,102.9,105.6
Cc1ccc(/C=C(/NC(=O)c2ccccc2)C(=O)NC(Cc2c[nH]c3ccccc23)C(=O)O)cc1 (stereo unspecified),90.8,96.5,3.5,95.9,100.5,1.0,100.5,87.3

# Three entries already listed, arranged by molecular weight, highest first.
SMILES,LAP4-GFP MLPCN,RPL19A-GFP yeast,VLA-4 inh,CIT2-GFP yeast,AGP1 TOR yeast,GRK2 aptamer HTS,MEP2 TOR yeast,CR mimetic SO
COc1cc(C(=O)OCC(=O)NCCCc2ccccc2)ccc1OCC(C)C,92.2,98.4,5.9,97.8,96.2,1.0,99.9,91.1
Cc1ccc(NC(=O)COC(=O)c2nn(-c3ccc(Cl)cc3)cc2O)cc1,108.2,96.6,3.6,90.8,102.1,2.0,99.6,96.2
O=C(COc1ccccc1)NCC(=O)N/N=C/c1ccco1,86.4,95.8,14.9,94.1,93.7,3.0,96.9,80.0

# Source: PubChem BioAssay
